CHO-K1 Ca ag – counter-screen for M1 agonists: effect in parental CHO-K1 cells; Fluo-8 calcium fluorescence; scaled to maximal ATP response, vehicle zero; activation, % at 3 µM; 0.48% of 360,000 active; AID 602248, 2012; in the data active means activation above about 15%;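 further: untransfected CHO-K1 host cells lacking M1 receptor as counterscreen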
CHO parental Ca – ATP-evoked calcium signal inhibitors, parental CHO, primary screen, counter-screen for OX1R antagonist project, cell-based, fluorescence, Fluo-8 calcium dye. AID 463079, 2010. inhibition, % at 5.6 µM. 0.63% of 330,000 active. parental CHO-K1, ATP-induced calcium, Fluo-8 fluorescence;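 active means inhibition above that plate's mean sample inhibition plus 3 SD, cut at about 26% in these data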;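 further: 0% = ATP-challenged DMSO wells and 100% = DMSO wells without ATP; some compounds past the cut are filed as inactive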
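Material – parental CHO cells · Reagent – ATP stimulus · Compound – single nominal dose of 5.6 µM per compound · Detection – Fluo-8 fluorescence · Read-out basis – percent inhibition of calcium signal · Controls – ATP-challenged DMSO wells low, unchallenged DMSO wells high · Repeats – no replicates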
M1 PAM – human M1 muscarinic receptor positive allosteric modulators, primary screen, CHO-K1 cells, Fluo-8 calcium fluorescence, 1536-well | 0.088% of 360,000 active | Muscarinic acetylcholine receptor M1 (Homo sapiens), P11229 | activation, % at 3 µM | CHO-K1 hM1, ACh EC20; 0% = ACh EC20, 100% = maximal ACh; in the data active means activation above about 19%, passing the limit was not always enough
Target sequence (P11229 whole entry, looked up): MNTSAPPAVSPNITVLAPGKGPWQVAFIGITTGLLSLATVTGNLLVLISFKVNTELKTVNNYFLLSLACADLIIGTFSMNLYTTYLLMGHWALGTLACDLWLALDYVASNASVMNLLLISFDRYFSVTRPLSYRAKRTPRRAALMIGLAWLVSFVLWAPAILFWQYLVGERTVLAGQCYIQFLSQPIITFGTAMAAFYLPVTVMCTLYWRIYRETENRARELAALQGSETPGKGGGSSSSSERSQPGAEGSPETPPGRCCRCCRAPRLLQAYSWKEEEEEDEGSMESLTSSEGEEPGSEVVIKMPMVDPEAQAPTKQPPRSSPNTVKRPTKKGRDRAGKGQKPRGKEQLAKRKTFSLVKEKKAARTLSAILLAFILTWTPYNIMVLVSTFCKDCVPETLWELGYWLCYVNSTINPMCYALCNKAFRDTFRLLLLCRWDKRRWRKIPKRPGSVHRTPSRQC
CHO-K1 Ca PAM – nonselective calcium activators in parental CHO-K1 cells, primary screen, counter-screen for M1 PAM project, cell-based, Fluo-8 calcium fluorescence, full deck, 1536-well; ATP EC20; 0% at ATP EC20, 100% at ATP max; activation, % at 3 µM; 0.02% of 360,000 active; AID 602247, 2012;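 active means activation above the run cutoff, the mean activation of all test compounds plus 3 SD, cut at about 40% in these data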;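 further: peak over basal fluorescence ratio in a 140 s read after ATP addition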
TAAR1 antagonist – human TAAR1 antagonists, primary screen, Fluo-8 calcium fluorescence, CHO RD-HGA16 cells | antagonist | inhibition, % at 3 µM | 1.5% of 360,000 active | AID 624466, 2012;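 active means inhibition above a per-plate cutoff, the mean inhibition of test compounds on that plate plus 3 SD, cut at about 49% in these data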;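 further: 0% = DMSO plus EC80 beta-PEA response and 100% = DMSO alone without agonist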
Target sequence (Q96RJ0 whole entry, looked up): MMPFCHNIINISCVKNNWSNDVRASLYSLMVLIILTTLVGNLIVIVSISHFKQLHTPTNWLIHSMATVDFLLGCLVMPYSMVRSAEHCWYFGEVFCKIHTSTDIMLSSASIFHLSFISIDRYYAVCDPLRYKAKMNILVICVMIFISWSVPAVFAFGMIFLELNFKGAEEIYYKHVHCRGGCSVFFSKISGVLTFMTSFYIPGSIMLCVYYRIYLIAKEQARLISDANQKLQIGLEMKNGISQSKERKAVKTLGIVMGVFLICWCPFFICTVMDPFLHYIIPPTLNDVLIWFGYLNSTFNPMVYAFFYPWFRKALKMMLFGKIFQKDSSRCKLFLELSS
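test system = CHO RD-HGA16 cells bearing hTAAR1 | replication = singlicate | controls = DMSO-only wells and EC80 β-PEA-stimulated wells | reagent = EC80 β-phenethylamine stimulus | read-out basis = percent inhibition of PEA-evoked calcium signal, max/basal emission ratio | schedule = seeding 17-24 h prior, 75-min 37 °C, 30-min RT dye loading | signal = kinetic Fluo-8 calcium fluorescence measurement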
CHRM1 agonist – human M1 muscarinic receptor agonists, primary screen, Fluo-8 calcium fluorescence, CHO-K1 cells, HTS | CHO-K1 hM1, agonist mode; 0% DMSO, 100% acetylcholine EC100 | activation, % at 3 µM | 0.33% of 360,000 active;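 active means activation above the run's mean compound activation plus 3 SD, cut at about 16% in these data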;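 further: peak over basal fluorescence ratio within a 140 s kinetic read after compound addition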
CHRM1 antagonist – human M1 muscarinic receptor antagonists, primary screen, CHO-K1 cells, Fluo-8 calcium fluorescence, 1536-well. Muscarinic acetylcholine receptor M1 (Homo sapiens), P11229. CHO-K1 hM1, ACh EC80 antagonist. inhibition, % at 3 µM. 1.3% of 360,000 active. AID 588852, 2011;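 active means percent inhibition above its own plate's cutoff, namely the mean of that plate's compound wells plus 3 SD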;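 further: peak over basal fluorescence ratio during 140 s after agonist addition; 0% = ACh EC80 plus DMSO and 100% = DMSO alone without agonist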
CHO-K1 Ca antag – counter-screen for M1 antagonists: effect in parental CHO-K1 cells | inhibition, % at 3 µM | 0.6% of 360,000 active | ATP-induced calcium, Fluo-8 fluorescence;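 active means inhibition above a per-plate cutoff, the plate's mean sample inhibition plus 3 SD, cut at about 24% in these data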;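 further: 0% = DMSO plus EC80 ATP and 100% = DMSO alone without ATP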
TAAR1 ag – human TAAR1 agonists, primary screen, Fluo-8 calcium fluorescence, CHO RD-HGA16 cells; Trace amine-associated receptor 1 (Homo sapiens), Q96RJ0; vehicle wells 0%, saturating PEA agonist 100%; activation, % at 3 µM; 0.99% of 360,000 active;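 active means activation above the mean activation of all test compounds in the run plus 3 SD, cut at about 38% in these data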
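Test system: RD-HGA16 (CHO) cells co-expressing Gα16 and hTAAR1 / Benchmarks: DMSO vehicle as 0%, PEA at EC100 as 100% / Repeats: no replicates (n 1) / Measure: % activation from peak over basal fluorescence ratio, DMSO-to-PEA scaled / Timing: 17-24 h plating, Fluo-8 75 min 37 °C, 30 min RT / Technique: kinetic Fluo-8 calcium fluorescence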
An asterisk follows results filed as active; · = no result given. This is a random part of the collection (roughly 4.4% active in at least one column).

SMILES	CHO-K1 Ca ag	CHO parental Ca	M1 PAM	CHO-K1 Ca PAM	TAAR1 antagonist	CHRM1 agonist	CHRM1 antagonist	CHO-K1 Ca antag	TAAR1 ag
CSc1ccc(OC2(C)CCN(Cc3ccc4c(c3)OCCO4)C2)cc1 (stereo not given)	0.9	·	-23	-9	-22	-7	22	4	2
COC(=O)/C(C#N)=C/c1ccc(C)o1	0.6	-3	4	6	-11	-5	-7	-14	2
COc1ccc(Cn2c(=O)[nH]c3cc(C(=O)Nc4ccc(N5CCN(C)CC5)cc4)ccc32)cc1	-0.4	-3	0	13	-19	-12	8	-5	3
Cc1cc(C(=O)CN2C(=O)C(=O)N(CC(C)C)C2=O)c(C)n1-c1ccccc1F	3.7	-15	-4	1	40	-11	12	-14	10
Cc1cc(NC(=O)CSc2cn(CC(=O)N(C(C)C)C(C)C)c3ccccc23)no1	-0.4	-26	4	-11	-28	-4	-5	1	-2
CC1(C)CN(CCc2ccccc2)C(=O)[C@H]1CC(=O)Nc1ccc(Br)cc1	0.7	·	4	11	-20	-3	-17	-12	-1
O=C(NNC(=O)c1c(F)cccc1F)c1ccccc1-n1cccc1	-0.2	3	5	-3	-15	-3	-2	-4	7
CCOc1ccc(CN(C)C(C)C(=O)NCc2ccccc2)cc1 (stereo not given)	0.3	-18	0	6	4	-11	-5	-18	-1
CCN(C(=O)CSc1nc2scc(-c3ccccc3)c2c(=O)n1N)C1CCS(=O)(=O)C1 (stereo not given)	0.5	·	10	20	3	-2	-11	-13	4
CC(=O)NC1=NN(C(C)=O)C2(CCCCC2)S1	0.6	-3	-2	5	8	-5	2	-16	-1
CCOC(=O)CNc1nc(C(C)(C)C)nc2c1nnn2Cc1ccccc1Cl	0.4	0	1	6	5	-3	-1	-20	14
COc1ccc(-n2nnnc2SCC(=O)N2CCCC2=O)cc1	0.8	-11	1	7	5	-3	-3	-9	7
O=C(CSc1nnnn1-c1ccccc1)N1CCNC1=O	0.3	-11	20	-10	-16	6	-10	-3	2
Cc1cc(NC(=O)Nc2ccc(F)cc2F)n(C)n1	-0.1	8	9	24	-14	-8	-6	-13	4
O=C(CN(Cc1ccccc1)S(=O)(=O)c1ccc(Cl)cc1)NCC1CCCO1 (stereo not given)	0.2	-25	15	4	-19	-6	-15	-17	0
O=C(CNC(=S)NC(=O)c1ccc(Cl)cc1)c1ccccc1	0.1	0	32*	-2	-6	-5	3	1	0
COC(=O)[C@]12CCCCC=C1N(CCC1=CCCCC1)C(=O)[C@H](CC(=O)N1CCCCC1)C2	4.9	·	·	8	17	·	·	-9	9
c1ccc(-c2nc(-c3ccncc3)no2)cc1	0.1	-3	-4	-5	-10	7	1	9	1
Cc1cc(S(=O)(=O)Nc2c(NC3CCCCC3)c3ccccc3oc2=O)ccc1F	0.2	-28	-4	1	4	-1	-4	-13	0
CN(CCN1CCOCC1)Cc1nc(-c2ccccc2)no1	0.7	-1	8	16	2	-5	-7	-9	-1
COc1ccc(NC(=O)NC2CCCCCCC2)cc1	1.7	0	5	-1	-9	-2	-20	-1	-1
O=C(OCc1nc2ccccc2s1)c1cccc(S(=O)(=O)N2CCOCC2)c1	5.2	-15	-1	17	21	-2	1	-19	7
Cc1ccccc1CN(C)CC(=O)NC(C)CCc1ccccc1 (stereo not given)	2.9	-22	1	5	-1	-5	-5	-8	-3
COc1ccc(C(C(=O)NC2CCCCC2)N(C(=O)c2snc(C(N)=O)c2N)c2ccc(OC)cc2OC)cc1 (stereo not given)	0.3	-21	9	21	-13	-9	-8	-9	0
CCN(CC)C(=O)C1CCCN(C/C(C)=C/c2ccccc2)C1 (stereo not given)	-0.2	-2	2	-2	-6	-13	9	-3	9

17 compounds already listed, ordered by SMILES length, lowest first.
SMILES	CHO-K1 Ca ag	CHO parental Ca	M1 PAM	CHO-K1 Ca PAM	TAAR1 antagonist	CHRM1 agonist	CHRM1 antagonist	CHO-K1 Ca antag	TAAR1 ag
COC(=O)/C(C#N)=C/c1ccc(C)o1	0.6	-3	4	6	-11	-5	-7	-14	2
c1ccc(-c2nc(-c3ccncc3)no2)cc1	0.1	-3	-4	-5	-10	7	1	9	1
Cc1cc(NC(=O)Nc2ccc(F)cc2F)n(C)n1	-0.1	8	9	24	-14	-8	-6	-13	4
CN(CCN1CCOCC1)Cc1nc(-c2ccccc2)no1	0.7	-1	8	16	2	-5	-7	-9	-1
Cc1ccccc1CN(C)CC(=O)NC(C)CCc1ccccc1 (stereo not given)	2.9	-22	1	5	-1	-5	-5	-8	-3
COc1ccc(-n2nnnc2SCC(=O)N2CCCC2=O)cc1	0.8	-11	1	7	5	-3	-3	-9	7
CCOc1ccc(CN(C)C(C)C(=O)NCc2ccccc2)cc1 (stereo not given)	0.3	-18	0	6	4	-11	-5	-18	-1
O=C(CNC(=S)NC(=O)c1ccc(Cl)cc1)c1ccccc1	0.1	0	32*	-2	-6	-5	3	1	0
CCN(CC)C(=O)C1CCCN(C/C(C)=C/c2ccccc2)C1 (stereo not given)	-0.2	-2	2	-2	-6	-13	9	-3	9
CSc1ccc(OC2(C)CCN(Cc3ccc4c(c3)OCCO4)C2)cc1 (stereo not given)	0.9	·	-23	-9	-22	-7	22	4	2
CCOC(=O)CNc1nc(C(C)(C)C)nc2c1nnn2Cc1ccccc1Cl	0.4	0	1	6	5	-3	-1	-20	14
O=C(CN(Cc1ccccc1)S(=O)(=O)c1ccc(Cl)cc1)NCC1CCCO1 (stereo not given)	0.2	-25	15	4	-19	-6	-15	-17	0
Cc1cc(S(=O)(=O)Nc2c(NC3CCCCC3)c3ccccc3oc2=O)ccc1F	0.2	-28	-4	1	4	-1	-4	-13	0
CC1(C)CN(CCc2ccccc2)C(=O)[C@H]1CC(=O)Nc1ccc(Br)cc1	0.7	·	4	11	-20	-3	-17	-12	-1
Cc1cc(NC(=O)CSc2cn(CC(=O)N(C(C)C)C(C)C)c3ccccc23)no1	-0.4	-26	4	-11	-28	-4	-5	1	-2
COc1ccc(Cn2c(=O)[nH]c3cc(C(=O)Nc4ccc(N5CCN(C)CC5)cc4)ccc32)cc1	-0.4	-3	0	13	-19	-12	8	-5	3
COc1ccc(C(C(=O)NC2CCCCC2)N(C(=O)c2snc(C(N)=O)c2N)c2ccc(OC)cc2OC)cc1 (stereo not given)	0.3	-21	9	21	-13	-9	-8	-9	0

Pulled by structure from the list above (2):
SMILES	CHO-K1 Ca ag	CHO parental Ca	M1 PAM	CHO-K1 Ca PAM	TAAR1 antagonist	CHRM1 agonist	CHRM1 antagonist	CHO-K1 Ca antag	TAAR1 ag
c1ccc(-c2nc(-c3ccncc3)no2)cc1	0.1	-3	-4	-5	-10	7	1	9	1
CCOC(=O)CNc1nc(C(C)(C)C)nc2c1nnn2Cc1ccccc1Cl	0.4	0	1	6	5	-3	-1	-20	14

(cont.)
SMILES	CHO-K1 Ca ag	CHO parental Ca	M1 PAM	CHO-K1 Ca PAM	TAAR1 antagonist	CHRM1 agonist	CHRM1 antagonist	CHO-K1 Ca antag	TAAR1 ag
O=C(CSc1nnc(-c2ccc(F)cc2)o1)NC1CCCCC1	0.0	-14	6	8	-14	-3	-5	-12	-1
CC12C=CC(=O)C=C1CCC1C3CCC(O)(C(=O)CO)C3(C)CC(O)C12F (stereo not given)	0.7	·	6	-6	-1	-1	-12	-1	1
O=C(CCN1CCN(Cc2ccccc2)CC1)Nc1cccc(Cl)c1	1.9	-10	-6	15	3	-4	11	-3	8
COc1ccc(NC(=O)Cn2nnc(-c3ccccc3)c2COc2ccc(C(C)=O)cc2)cn1	2.0	·	8	17	15	-3	-12	-12	4
O=C(O)CC12CC3CC(C1)CC(n1cncn1)(C3)C2	0.2	-4	11	4	-10	-5	-5	6	12
Cc1ccc(-n2cc3c(=O)n(C)c(=O)n(C)c3c2)cc1C	-0.1	-12	0	-1	7	-5	-4	-8	5
COc1ccc(C2CC(=O)C3=C(C2)Nc2ncnn2C3c2ccccc2)cc1 (stereo not given)	1.8	-16	6	19	4	-3	-40	-11	11
COc1ccc(OC)c(C2CC(c3c(-c4ccccc4)c4cc(Cl)ccc4[nH]c3=O)=NN2S(C)(=O)=O)c1 (stereo not given)	0.5	-30	6	23	-11	-2	-6	-14	3
O=C(CCS(=O)(=O)c1ccc(Cl)cc1)Nc1nnc(-c2cccs2)o1	1.2	-20	1	-1	-12	-3	-2	3	1
CC1(C)ON=C(c2ccc(C(F)(F)F)cc2)NC1=O	0.8	·	8	25	-8	-5	-7	-19	15
Cc1cc(NC(=O)COc2ccccc2C)no1	1.1	-11	13	15	10	-8	-6	-8	4
O=C(CSc1nnc(-c2ccc(S(=O)(=O)N3CCCC3)cc2)o1)NCc1ccco1	1.8	-4	0	4	-4	-11	-8	-24	9
O=c1cc(-c2ccccc2)nc(Cc2c(Cl)cccc2Cl)[nH]1	-0.1	-8	10	13	-13	-4	-5	-6	11
CC(=O)c1cccc(NC(=O)N2CCCC2C(=O)NCCc2ccccc2)c1 (stereo not given)	-0.6	-8	5	1	0	-3	-28	-1	4
COc1ccc(CNC(=O)c2c([S-])n(-c3ccc(C)cc3)c3cccc[n+]23)cc1	-0.2	-15	11	19	12	-4	-4	-13	9
O=C(N1CCOCC1)n1nnc2ccccc21	0.1	0	-4	-1	9	-5	7	8	12
COc1cc(C(=S)N2CCOCC2)cc(Br)c1OS(=O)(=O)c1ccccc1	5.6	5	2	29	26	-1	-9	-10	3
O=C1C=C(O)C(n2cncn2)C(c2cc(F)ccc2F)C1 (stereo not given)	0.3	-9	10	-11	-18	1	-12	-20	3
CCc1ccc(CNC(=O)CCc2nnc(CCc3ccc(OC)cc3)o2)nc1	1.3	-16	11	15	6	-5	-9	-5	2
